# Source: PubChem BioAssay (Broad Institute)
# FN deposition inh = fibronectin deposition inhibition; inhibition, % at 12.6 µM; AH1F fibroblasts, Alexa488-fibronectin deposition fluorescence, overnight; actives 0.086% (n = 350,000);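 active = mean inhibition across replicates of 30% or more, regardless of how many single replicates reach that level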;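 note: positive control wells lacked labelled fibronectin entirely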
#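 test system = AH1F fibroblasts assembling fluorescent fibronectin matrix | quantity = 10000 AH1F cells per well | buffer or medium = DMEM plus 2% serum, read in PBS | doses = single dose, pinned | incubation = 1 h cell attachment, overnight exposure to compound and label | detection = fluorescence at 485 nm excitation, 525 nm emission | read-out basis = inhibition from reduced deposited-fibronectin fluorescence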
# Cneo AK release = Cryptococcus neoformans lysis via adenylate kinase release; C. neoformans lysis, adenylate kinase release luminescence, 4 h; normalised: neutral wells 0, clomiphene wells 100; lysis activity, % at 15 µM; actives 0.2% (n = 360,000); AID 651654;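 active = mean lysis activity across replicates of at least 80%, whatever share of replicates individually reach that level; inactive = mean lysis activity below 80%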
#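 Test system: log-phase Cryptococcus neoformans yeast cells. Input: 5 × 10^6 yeast cells/mL. Medium: fresh YPD growth medium. Doses: single dose. Incubation: static 4 h at 37 °C with compound, 1 h detection. Measured by: luminescent adenylate kinase detection reagent. Read-out: signal increase indicating cell lysis. Benchmarks: Clomiphene.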
# PAX8 reporter = PAX8 transcriptional activity inhibition; RMG-I TPO-luciferase reporter, SteadyGlo, 24 h; actives 1.2% (n = 360,000); inhibition, % at 12.6 µM; AID 652154;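 active = mean replicate inhibition at least 60% with every replicate also reaching 60%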;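 note: luciferase light reporting Pax8 driven TPO promoter activity; plate controls were median of neutral control wells for no effect and mitoxantrone controls for full effect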
# EWS-Fli inh = EWS/Fli transcriptional activity inhibition; A673 NR0B1-luciferase reporter, viability-normalised; inhibition, % at 12.6 µM; actives 0.67% (n = 350,000); AID 651661;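 active = mean inhibition of at least 50% after viability correction, with every replicate also passing that limit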;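 note: firefly luciferase signal divided by Alamar Blue viability fluorescence both relative to DMSO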
# Casp6 inh = blocks human caspase-6 cleavage activity; P55212; purified caspase-6, Z-VEID-R110 cleavage fluorescence; inhibition, % at 12.5 µM; actives 0.53% (n = 350,000);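 active = mean inhibition across replicates at least about 35%, with every replicate also reaching that limit, limit read from the data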;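 note: 0% = median of neutral control wells and 100% = no fluorescence left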
# Target sequence (P55212 24-179 limits assumed): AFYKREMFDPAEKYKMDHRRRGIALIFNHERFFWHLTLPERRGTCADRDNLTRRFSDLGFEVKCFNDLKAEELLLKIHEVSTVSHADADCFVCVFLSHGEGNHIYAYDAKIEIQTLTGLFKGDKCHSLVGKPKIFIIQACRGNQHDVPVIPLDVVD
# Target sequence (P55212 194-293 limits assumed): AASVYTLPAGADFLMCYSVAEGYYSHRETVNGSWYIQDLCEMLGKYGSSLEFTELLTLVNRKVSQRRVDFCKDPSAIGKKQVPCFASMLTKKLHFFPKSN
# PGC1a acetyl inh = modulators of PGC1a acetylation; U2OS PGC1a acetylation, AlphaScreen anti-acetyl-lysine; with virally co-expressed GCN5 acetyltransferase; actives 0.17% (n = 350,000); inhibition, % at 15.6 µM;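 active = every replicate shows inhibition of at least 40%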;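 note: 0% = neutral control wells and 100% = positive control wells; some results beyond the cut were filed as inactive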
# miR122 inh = blocks miR-122 activity in Huh7 sensor cells; actives 0.3% (n = 340,000); Huh7 miR-122 Renilla luciferase sensor, 48 h; neutral wells = 0, positive control = 100; activation (reporter increase), % at 12.5 µM;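 active = mean replicate activation score at least 90 and every replicate individually at or above 90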;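 note: higher luciferase means less miR-122 activity so hits act as miR-122 inhibitors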
# LGR2 inh = blocks bursicon-induced cAMP signaling via Drosophila LGR2. HEK293 LGR2, CRE-luciferase, bursicon-stimulated, 4 h. inhibition, % at 9.99 µM. actives 0.35% (n = 380,000). AID 720647;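 active = drop in luminescence signal, shown as inhibition above about 50% in the replicate tests, limit read from the data, passing the limit was not always enough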;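 note: agonist challenge used bursicon conditioned medium at about half maximal strength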
# The depositor's hits bear a star; / = no result given; [ ] = dose if it differs, or a comment.
SMILES,FN deposition inh,Cneo AK release,PAX8 reporter,EWS-Fli inh,Casp6 inh,PGC1a acetyl inh,miR122 inh,LGR2 inh
Cc1ccnc(N(C(=O)Nc2ccccc2)C2=NCC(C)(C)S2)c1,4.6,0.1,-82.1,-88.7,-0.7,1.6,5.9,-44.7
COc1ccc(C2C3=C(CC(C)(C)CC3=O)N(CC(=O)O)C3=C2C(=O)CC(C)(C)C3)cc1OC,-11.7,1.9,-18.4,-1.2,1.5,/,/,1.9
CCOC(=O)C/C(C)=N/NC(=O)C1CC1(c1ccccc1)c1ccccc1 (stereo unspecified),-1.0,/,13.8,-1.8,-6.6,/,/,/
O=C(Nc1cccc(F)c1)N1CCCCN2[C@H](CO)[C@H](c3ccc(C#Cc4cccnc4)cc3)[C@H]2C1,2.9,4.2,12.1,16.2,-1.3,-14.2,-9.0[16.7 µM],-1.5
COc1ccc(CNC(=O)C[C@@H]2C[C@@H]3c4cc(NC(=O)CN(C)C)ccc4O[C@@H]3[C@@H](CO)O2)cc1,/,4.1,2.6,-2.5,0.8,0.1,4.0[16.7 µM],-3.7
C[C@H](CO)N1C[C@H](C)[C@H](CN(C)C(=O)CCCN(C)C)OCCCC[C@H](C)Oc2ccc(NC(=O)NC3CCCCC3)cc2C1=O,/,-1.8,-0.2,-5.6,-1.7,/,8.4[16.7 µM],8.0
COc1ccc(NC(=S)Nc2ccccc2)c(OC)c1,1.9,/,16.6,0.0,-2.5,/,-3.6,-26.5
Cc1cccc(CSCCNC(=O)CN(c2cc(C)cc(C)c2)S(C)(=O)=O)c1,1.3,0.5,19.0,7.8,-2.7,-2.7,/,-12.7
c1cncc(CSc2nnc3ccc(-c4ccco4)nn23)c1,-7.3,1.1,-2.2,-1.4,-0.4,4.0,-3.5,-5.3
Cc1c2ccccc2nc2c(F)c(N(C)C)c(F)c(F)c12,-11.4,-4.7,-38.0,/,/,/,-5.0,-37.5
CC(C)COc1ccc(C(=O)NCc2ccco2)cc1,-9.7,1.2,-21.9,/,/,-3.2,-4.9,/
COc1cccc(C(C(=O)NC2CCCC2)N(C(=O)c2ccco2)c2ccc(NC(C)=O)cc2)c1OC (stereo unspecified),8.7,-0.8,5.6,-3.1,6.6,-3.0,0.8,5.2
O=C(CN1CCC(C(=O)c2ccc3c(c2)OCCO3)CC1)Nc1ccccc1F,0.1,-2.8,6.3,0.6,0.4,/,/,-14.4
C[C@@H]1CN([C@H](C)CO)C(=O)CCCn2cc(nn2)CO[C@@H]1CN(C)S(=O)(=O)c1ccc(Oc2ccccc2)nc1,-1.1,/,12.1,-4.8,-1.7,6.0,/,-4.8
CO[C@H]1CN(C)C(=O)c2cccc(C#N)c2OCC[C@@H]2CC[C@@H](OC)[C@@H](CN(C)C(=O)[C@H]1C)O2,3.3,3.4,-14.1,0.4,-1.2,/,/,-0.5
O=C(Cc1cccs1)NCc1cn2ccccc2n1,-1.4,-3.5,-14.9,-10.8,-1.7,-11.5,-1.0,-5.3
NC(=NC(=O)c1ccccc1)N1CCOCC1,/,-1.4,/,-4.4,0.9,84.1*,/,-13.5
CCN(Cc1ccc(C#CCCO)cc1)CC1CCCN(CCc2cccc(F)c2)C1 (stereo unspecified),-9.4,2.6,26.9,24.4,-17.8,/,-13.3,-1.5
COCC(C)NCc1ccc(OC)c(Br)c1 (stereo unspecified),-1.5,/,3.5,1.3,4.5,-2.0,/,8.7
Cc1cccnc1NC(=O)CCCN1C(=O)c2ccccc2C1=O,/,1.4,/,-0.6,-0.7,7.2,-2.1,-7.7
COc1ccccc1CN1CC(C(=O)NCCc2ccc(C)o2)CCC1=O (stereo unspecified),0.1,1.1,-12.7,-6.7,3.0,0.5,-0.6,2.8
CN1C(=O)c2cc(NS(=O)(=O)c3cccc(F)c3)ccc2OC[C@@H]2O[C@@H](CC(=O)NCCN3CCCCC3)CC[C@@H]21,8.9,-2.2,-31.6,-6.5,1.1,-1.0,-26.7[16.7 µM],4.4
Cc1ccc(NC(=O)c2ccc(N3CCCC3=O)cc2)cc1S(=O)(=O)N1CCCCC1,-1.0,-0.2,-3.6,2.3,-1.0,-9.5,-0.9,-11.0
CC1CC(C)CN(C(=O)Cc2c(C(=O)O)[nH]c3ccc(Cl)cc23)C1 (stereo unspecified),-1.5,1.3,15.0,-9.1,5.4,6.2,-4.8,20.8
COc1cc(C2C3=C(CCCC3=O)Nc3ccc4ncccc4c32)ccc1O (stereo unspecified),-11.3,/,-16.2,25.6,7.0,-0.1,/,5.6
O=C(Cn1nc(Cc2cccnc2)c2ccccc2c1=O)NCC1CCCO1 (stereo unspecified),0.3,1.5,3.5,-3.0,-0.2,1.2,-4.5,15.4
CCC(C)C(=O)Nc1nnc(SCC(=O)NC2CCCCC2)s1 (stereo unspecified),1.4,-1.3,-17.0,/,0.1,-1.6,-3.5,-18.5
O=C1CSC(=Nc2ccccc2)N1Cc1ccccc1,/,/,11.4,8.6,1.6,-8.4,3.4,-1.7
COc1cnn(-c2ccccc2)c(=O)c1N(C)C,-2.4,-0.3,/,/,/,-14.7,-0.6,/
CCCNC(=O)N1[C@H](CO)[C@H]2c3ccccc3N(C(=O)Nc3cccc(F)c3)C[C@H]21,/,0.9,-0.7,-6.3,2.2,4.9,25.0[16.7 µM],-9.9
COc1ccc(Cc2c(-c3ccc(F)cc3)nc3cc(C)c(Br)c(C)n23)c(C)c1,-3.6,/,16.8,4.2,2.6,/,/,10.3
O=C1CN(C(=O)c2ccc(Br)o2)C(c2ccccc2)c2cc(Cl)ccc2N1 (stereo unspecified),-2.9,-1.0,33.4,16.3,-2.5,-17.8,5.4,-3.2
O=C1c2ccccc2C(Nc2ccccc2F)N1c1cccnc1 (stereo unspecified),8.8,0.5,1.6,-3.9,-0.8,9.0,-0.1,-5.5
Cc1cc(NS(=O)(=O)c2ccc(NC(=O)c3cnc4sccn4c3=O)cc2)nc(C)n1,2.9,1.6,-10.4,0.0,-3.4,/,/,/
O=C(C[C@H]1C=C[C@@H](NS(=O)(=O)c2ccccc2)[C@H](CO)O1)N1CCc2ccccc2C1,/,-1.3,4.9,-11.0,-3.2,0.1,/,-3.4
CCOC(=O)c1nc(NCc2cccnc2)c2ccccc2n1,-6.1,0.5,/,/,/,/,-0.5,-18.4

# Ordered by formula weight (highest first): three of the compounds above
SMILES,FN deposition inh,Cneo AK release,PAX8 reporter,EWS-Fli inh,Casp6 inh,PGC1a acetyl inh,miR122 inh,LGR2 inh
Cc1cc(NS(=O)(=O)c2ccc(NC(=O)c3cnc4sccn4c3=O)cc2)nc(C)n1,2.9,1.6,-10.4,0.0,-3.4,/,/,/
O=C1CSC(=Nc2ccccc2)N1Cc1ccccc1,/,/,11.4,8.6,1.6,-8.4,3.4,-1.7
COc1cnn(-c2ccccc2)c(=O)c1N(C)C,-2.4,-0.3,/,/,/,-14.7,-0.6,/

# Some of the entries above in another layout:
SMILES | FN deposition inh | Cneo AK release | PAX8 reporter | EWS-Fli inh | Casp6 inh | PGC1a acetyl inh | miR122 inh | LGR2 inh
COc1ccc(NC(=S)Nc2ccccc2)c(OC)c1 | 1.9 | / | 16.6 | 0.0 | -2.5 | / | -3.6 | -26.5
Cc1cccc(CSCCNC(=O)CN(c2cc(C)cc(C)c2)S(C)(=O)=O)c1 | 1.3 | 0.5 | 19.0 | 7.8 | -2.7 | -2.7 | / | -12.7

# The list continues.
SMILES,FN deposition inh,Cneo AK release,PAX8 reporter,EWS-Fli inh,Casp6 inh,PGC1a acetyl inh,miR122 inh,LGR2 inh
CCc1cnc(N2[C@H](C#N)[C@@H](c3ccc(C4=CCCCC4)cc3)[C@H]2CO)s1,-5.9,-2.3,-7.5,1.3,1.6,-2.1,/,20.0
CCN1CCN(c2oc(-c3ccccc3C)nc2S(=O)(=O)c2ccccc2)CC1,-10.0,/,12.3,11.5,4.1,/,-5.0,-0.8
CCCOc1ccc(C(=O)Nc2ccc(S(=O)(=O)N3CCN(C)CC3)cc2)cc1,12.5,5.5,8.8,9.2,-0.5,-11.3,1.6,-9.5
Cc1cc(C)c2nc(NNC(=O)c3ccc(S(=O)(=O)N4CC(C)CC(C)C4)cc3)sc2c1 (stereo unspecified),20.5,16.1,48.0,28.2,-2.8,/,/,/
CC(C)NC(=O)N(C)C[C@@H]1Oc2c(NC(=O)Nc3ccc(F)cc3)cccc2C(=O)N([C@@H](C)CO)C[C@H]1C,-1.0,-1.8,-15.0,-0.8,0.0,4.5,4.8[16.7 µM],3.6
COc1cc2oc(=O)cc(-c3cccc(-c4cccc(C)c4)c3)c2c(OC)c1OC,-2.3,3.1,15.4,7.6,0.1,-5.0,-3.9,5.0
O=C(Cc1ccccc1)Nc1ccc(F)cc1,-9.6,/,-15.2,-12.3,0.7,-20.8,0.0,10.4
O=C(Nc1cccc(-c2cnc3ccccc3n2)c1)C1CC(=O)N(c2ccccc2)C1 (stereo unspecified),/,2.2,-47.9,/,1.6,/,/,-16.1
CN1[C@H](C(=O)N2CCOCC2)[C@@H](CO)[C@@H]2Cn3c(ccc(/C=C/c4ccccc4)c3=O)[C@@H]21,/,-1.2,30.1,-1.9,8.9,-17.3,6.5[16.7 µM],-10.0
NC(=S)N=Nc1c(O)n(CCCl)c2ccc(Cl)cc12,-3.8,-1.4,-2.1,38.7,-3.9,5.7,0.8,-1.2
CCn1nc(C)c(C(=O)Nc2cc(Oc3cc(C)cc(C)c3)cc([N+](=O)[O-])c2)c1C,-2.3,3.6,/,/,/,-15.8,1.4,21.5
CCCCN1C(N)=NC[C@@H]1Cc1ccc(O)cc1,6.0,7.8,-11.3,7.1,-1.5,/,-6.8,18.8
COc1ccc(CNC(=O)Nc2ccc([N+](=O)[O-])cc2)cc1,8.2,-2.4,-17.7,-5.9,-0.7,1.4,8.4,-34.3
O=C(O)CCCCN1C(=O)/C(=C\c2ccc(OCc3ccccc3)c(OCc3ccccc3)c2)SC1=S,5.2,13.0,-2.8,/,71.8*,/,/,0.5
N#Cc1c(-c2ccccc2)nc(SCC(=O)Nc2nnc(C(F)(F)F)s2)[nH]c1=O,/,/,-0.6,6.9,-2.4,6.4,-6.7,14.6
Fc1ccc(COc2cccc3cccnc23)cc1,-17.0,/,-139.0,-85.1,-1.3,-2.2,-3.4,-41.7
CCOC(=O)C1CCCN(S(=O)(=O)c2ccc(Br)c(OC)c2)C1 (stereo unspecified),/,-1.9,/,/,/,-27.1,1.1,5.0
CC(C)c1ccc(CN2C(=O)c3ccccc3S2(=O)=O)cc1,-8.4,-1.4,-28.8,/,-2.1,/,/,-38.3
O=C1CN(C(=O)c2cc3ccccc3o2)c2ccccc2N1,-3.0,3.2,-19.9,/,/,/,-10.6,-14.3
COC(=O)C1=C(C)OC(N)=C(C#N)C1c1cc(C)sc1C (stereo unspecified),-2.0,-1.1,3.2,/,/,-7.1,-5.7,/
CC(C)[C@H](NS(=O)(=O)/C=C/c1ccccc1)C(=O)OCC(=O)NC(N)=O,-5.8,/,0.2,-0.7,2.0,/,-1.8,-1.4
C[C@H](CO)N1C[C@H](C)[C@H](CN(C)Cc2ccncc2)Oc2c(NS(C)(=O)=O)cccc2C1=O,/,-0.3,-24.4,-2.6,-0.9,4.1,0.6[16.7 µM],-7.6
O=C(NCC1CCCO1)C1CCCN(S(=O)(=O)c2ccc(F)cc2)C1 (stereo unspecified),-2.2,2.7,1.0,/,0.8,-1.5,0.9,0.1
Cn1c(SCC#N)nnc1-c1ccc2c(c1)OCO2,-0.2,5.6,-11.6,/,/,-6.8,-4.2,/

# Copied from the list:
# Value of Cn1c(SCC#N)nnc1-c1ccc2c(c1)OCO2 in PAX8 reporter: -11.6
# Value of O=C1CN(C(=O)c2cc3ccccc3o2)c2ccccc2N1 in PAX8 reporter: -19.9
